# APE1 inh = APE1 (human) endonuclease inhibition; P27695; recombinant APE1, TAMRA/BHQ-2 abasic DNA cleavage fluorescence; Potency, µM (titrated, usually from 65.8 µM), without a hit: at the top dose activity change, negative = inhibition, most hits filed as inhibitors; 350,000 compounds, 0.35% hits; AID 2517;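 note: potency is the fitted concentration of half-maximal effect; plate controls were vehicle for no effect and reference inhibitor for full effect; nearly all actives have a fitted effect of over 55% in size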
# Target sequence (P27695 whole entry, looked up): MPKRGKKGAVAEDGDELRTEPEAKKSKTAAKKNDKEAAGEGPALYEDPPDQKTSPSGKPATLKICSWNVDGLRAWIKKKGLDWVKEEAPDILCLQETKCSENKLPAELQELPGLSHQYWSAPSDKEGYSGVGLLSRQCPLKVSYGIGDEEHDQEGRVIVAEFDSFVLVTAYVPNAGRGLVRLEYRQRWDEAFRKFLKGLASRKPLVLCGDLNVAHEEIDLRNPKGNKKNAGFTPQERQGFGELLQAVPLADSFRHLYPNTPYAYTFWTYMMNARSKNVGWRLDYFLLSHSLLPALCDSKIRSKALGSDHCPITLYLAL
#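 Endonuclease cleavage of a quenched abasic-site DNA duplex (50 nM) by APE1 (0.75 nM) was tracked by TAMRA dequenching. Compounds were preincubated with enzyme 15 min at room temperature; data normalized to buffer-only and DMSO wells plus NSC13755 control.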
# Pol kappa inh = blocks human DNA polymerase kappa activity; purified Pol kappa, fluorescent DNA synthesis assay, 10 min; Potency, µM (top dose mostly 107 µM), inactives show at the highest dose activity, negative = inhibition, hits mostly inhibitors; 400,000 compounds, 0.53% hits; AID 588579; Q9UBT6; note: potency is the fitted concentration of half-maximal effect; % is set by controls: 0 for no effect and ±100 for the full control effect
#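 Inhibition of 10 nM Pol kappa is measured by a fluorescent read-out at 0 and 10 min following addition of 50 nM substrate (final), with a 15-min room-temperature compound preincubation.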
# RGS4 inh = blocks human RGS4-accelerated GTP hydrolysis | P49798 | Transcreener GDP fluorescence polarization, RGS4-accelerated GTP hydrolysis | Potency, µM (doses to about 114 µM), inactives show at the top dose activity change, negative = inhibition, usual class: inhibitors | 390,000 compounds, 0.039% hits; note: potency is the fitted concentration of half-maximal effect; % is set by controls: 0 for no effect and ±100 for the full control effect; nearly all actives have a fitted effect of over 75% in size; some results filed as inactive show a strong effect at the top dose
#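 MLSMR compounds (23 nl, pin-transferred) preincubated 10 min at room temperature with a 500nM (2x) first reagent, then RGS4 at 900nM (2x) plus Transcreener GDP mix added; fluorescence polarization (620/688 nm) read before and after 90 min at 30 °C.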
# ERG Ets-DNA blk = blocks human ERG Ets domain binding to DNA; AID 624246; 370,000 compounds, 0.028% hits; Potency, µM (titrated, usually from 76.9 µM), for the others: top-dose FP activity, negative = inhibition, most hits filed as inhibitors; fluorescence polarization, His-ERG Ets domain / labelled DNA; P11308; active = well fitted inhibition curve with a large enough effect in the polarisation, with a control signal flat; inconclusive = small, poorly fitted or top-dose-only effect, or effect the other way, or a change in a side signal; inactive = no such curve, though single readings can be large or run the other way; the % refers to the polarisation;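 note: polarization taken with two DNA probes labelled with fluorescein and Texas red; potency is the fitted concentration of half-maximal effect; % of control where 0% means no effect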
#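 His-tagged ERG Ets domain (1 uM in the protein solution; 300mM KCl, 50mM Tris-HCl, 1mM EDTA, 1mM DTT, pH 7.5) received compound, then a probe mix of 5 nM fluorescein-DNA and 100nM Texas-615-DNA. Fluorescence polarization was read for both dyes.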
# LDHA inh = inhibitors of human lactate dehydrogenase A; AID 1347041; purified LDHA, NADH/diaphorase-resazurin fluorescence; hits give low values; 480,000 compounds, 0.15% hits; activity change, % (values are at about 110 or 230 µM); P00338; in the data active = activity change below about -30%; inconclusive = mostly about -25% to -30%;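 note: plate controls were DMSO wells for no effect and wells without enzyme for full effect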
#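 Resorufin fluorescence (ex540/em590), read at 0 and 20 min after diaphorase/resazurin addition, reports the NADH left after a 5 min room-temperature reaction of 2 nM human LDH5 with 0.06 mM NADH and 0.2 mM pyruvate.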
# 12-LOX inh = blocks human arachidonate 12S-lipoxygenase. P18054. purified 12hLO, xylenol orange hydroperoxide absorbance. Potency, µM (doses to about 108 µM), without a hit: at the top dose activity change, negative = inhibition, actives largely listed as inhibitors. 580,000 compounds, 1.1% hits. AID 1671190; note: potency is the fitted concentration of half-maximal effect; % is set by controls: 0 for no effect and ±100 for the full control effect
#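 Hydroperoxide product was detected by ferrous iron/xylenol orange as the 573 to 405 nm absorbance ratio. Arachidonic acid at 40 uM (final) was turned over for 30 min at room temperature by 150 nM human 12hLO, pH 7.0 Hepes buffer, after 15 min compound preincubation.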
# POLB inh = inhibitors of human DNA polymerase beta; P06746; Pol beta primer extension/strand displacement, fluorescence kinetic; Potency, µM (titrated, usually from 114 µM), for the others: top-dose activity change, negative = inhibition, most hits filed as inhibitors; 340,000 compounds, 1.3% hits; note: potency is the fitted concentration of half-maximal effect; % is set by controls: 0 for no effect and ±100 for the full control effect
#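 Kinetic readout of DNA synthesis with strand displacement by Pol beta. Compound and 10 nM enzyme sit 15 min at room temperature; 50 nM substrate starts the reaction, read immediately and at 10 min.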
# Pol eta inh = DNA polymerase eta (human) inhibition; AID 588591; 390,000 compounds, 1.2% hits; recombinant Pol eta, fluorescent DNA replication assay; Potency, µM (doses to about 114 µM), without a hit: top-dose activity change, negative = inhibition, hits mostly inhibitors; note: potency is the fitted concentration of half-maximal effect; % is set by controls: 0 for no effect and ±100 for the full control effect
# Target sequence (Q9Y253 whole entry, looked up): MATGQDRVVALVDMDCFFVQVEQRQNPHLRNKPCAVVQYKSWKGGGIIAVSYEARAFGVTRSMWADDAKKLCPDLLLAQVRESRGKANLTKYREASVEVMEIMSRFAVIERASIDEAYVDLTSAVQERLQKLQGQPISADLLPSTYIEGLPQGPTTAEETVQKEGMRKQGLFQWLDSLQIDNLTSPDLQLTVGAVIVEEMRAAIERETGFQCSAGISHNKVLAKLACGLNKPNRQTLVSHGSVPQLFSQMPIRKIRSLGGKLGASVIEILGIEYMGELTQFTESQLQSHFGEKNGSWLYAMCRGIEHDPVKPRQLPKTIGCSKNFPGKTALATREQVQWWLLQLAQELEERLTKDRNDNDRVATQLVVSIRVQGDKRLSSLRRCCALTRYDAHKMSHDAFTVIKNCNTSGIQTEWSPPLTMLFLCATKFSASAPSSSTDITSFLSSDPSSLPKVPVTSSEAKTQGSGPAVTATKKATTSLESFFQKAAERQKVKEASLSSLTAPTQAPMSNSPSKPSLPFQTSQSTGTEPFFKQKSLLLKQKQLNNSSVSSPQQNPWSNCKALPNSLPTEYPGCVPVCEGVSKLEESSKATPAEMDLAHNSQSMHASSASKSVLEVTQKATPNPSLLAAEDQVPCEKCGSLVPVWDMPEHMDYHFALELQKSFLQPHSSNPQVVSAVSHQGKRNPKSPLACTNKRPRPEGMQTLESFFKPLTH
#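 Fluorescent replication assay: 50 nM final substrate added after a 15 min room-temperature compound preincubation with 10 nM enzyme. Signal taken at 0 min and again at 10 min.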
# Anesthetic bind = candidate novel general anesthetic via apoferritin binding | P02791 | apoferritin/1-aminoanthracene competitive binding, fluorescence | Potency, µM (titrated, usually from 77.5 µM), without a hit: at the top dose activity change, negative = displacement, usual class: inhibitors | 350,000 compounds, 0.074% hits | AID 485281; note: potency is the fitted concentration of half-maximal effect; % is set by controls: 0 for no effect and ±100 for the full control effect; nearly all actives have a fitted effect of over 20% in size
#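 Concentration-response curves derived by four-parameter Hill fitting of normalized fluorescence, where compounds displaced 1-AMA from 10 uM horse apoferritin following a brief 10 min room-temperature incubation; propofol titration acted as positive control.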
# The depositor's hits bear a star; i = inactive; ? = inconclusive; · = no result given; & = joins results of further samples; [ ] = another dose, or the depositor's remark. Unless noted, calls come from the whole dose curve; as a rule, active = well fitted curve in the direction sought with a large enough effect; inconclusive = small, poorly fitted or top-dose-only effect, or another doubt; inactive = no such curve, though single readings can be large; an effect the other way counts as inactive or inconclusive. Some of the compounds tested; the hit share may differ from the screen's.
SMILES,APE1 inh,Pol kappa inh,RGS4 inh,ERG Ets-DNA blk,LDHA inh,12-LOX inh,POLB inh,Pol eta inh,Anesthetic bind
COc1ccc(CCN2C(=NC(=O)C(C)C)SC3CS(=O)(=O)CC32)cc1OC (centres undefined),3%,-14%,14%,3%,-8,3%,11%,-3%,-2%
CCOC(=O)c1c(C)[nH]c(C(=O)OC/C(O)=C(\C#N)c2nc3ccccc3[nH]2)c1C,-8%,-12%,-53%,-6%,-2,·,?,?,-20%
CCOc1ccccc1NC(=O)Cn1nnc(C(=O)NCc2ccc(F)cc2)c1N,·,-6%,-15%,4%,-1,-24%,20%,-8%,1%
Cc1ccc(S(=O)(=O)Nc2ccc(-c3csc(-c4ccccc4)n3)cc2)cc1,-5%,-9%,14%,10%,-7,?,1%,-16%,-5%
C#CCSc1nnnn1-c1ccc(Br)c(C)c1,61%[activator],-7%,21%,15%,-8,-22%,-1%,10%,?
N#Cc1ccc(C(=O)OCC(=O)Nc2ccc(S(N)(=O)=O)cc2)cc1,-1%,-5%,-19%,3%,-4,?,-12%,-25%,-5%
CCOC(=O)CN(Cc1sccc1C)C(=O)Nc1ccc(OCC)cc1,0%,-13%,8%,0%,-2,-25%,5%,-5%,4%
COc1cccc(/C=C/C(=O)OCCN2C(=O)c3ccccc3C2=O)c1,3%,3%,12%,-9%,-1,8%,-2%,-14%,5%
COc1ccc(S(=O)(=O)N2CCOCC2)cc1NC(=O)C1CC1,-4%,-18%,-9%,-1%,-5,-8%,·,-6%,·
O=C(NCCC1=CCCCC1)c1cnsn1,0%,1%,-2%,-6%,-12,7%,-1%,-1%,?
Cc1ccccc1-c1nn(-c2ccc(F)cc2F)cc1CNCCCO,-1%,-13%,-4%,-3%,-10,-3%,-9%,-6%,-9%
CCOc1ccc(Oc2ccc(S(=O)(=O)N3CCOCC3)cc2N)cc1,-5%,0%,8%,4%,-12,0%,4%,-22%,-8%
CCCC(=O)N(c1ccc(F)cc1)C1C=CS(=O)(=O)C1 (centres undefined),2%,-11%,1%,-7%,?,9%[57.4 µM],17%,-1%,-4%
Cc1noc(NS(=O)(=O)c2ccc(NC(=O)c3cnc4n(c3=O)CCS4)cc2)c1C,-5%,3%,?,4%,0,?,-12%,-13%,-11%
CC(=O)Nc1ccc(NC(=O)C(Cc2ccccc2)NC(=O)C2CCCCC2)cc1 (centres undefined),-1%,6%,-35%,0%,2,0%,26%,-17%,4%
Cc1cc(NC(=O)CN2C(=O)/C(=C/c3ccccc3F)SC2=S)no1,-10%,-11%,-16%,93%[activator],-5,-4%,0%,0%,-5%
COc1cccc(C(=O)Nc2nnc(C3CCCO3)s2)c1 (centres undefined),0%,-2%,11%,2%,-8,?,0%,5%,-3%
O=C(Nc1ccnn1C1CCN(Cc2ccc(CO)o2)CC1)c1ccccc1,-4%,-8%,-19%,0%,-1,0%,4%,-6%,-6%
COc1cc(C2C(C#N)=C(C)NC3=C2C(=O)CC(C)(C)C3)ccc1O (centres undefined),?,-7%,13%,-13%,-3,0%,2%,0%,-13%
COc1ccc(NC(=O)CCC(=O)N/N=C/c2ccc([N+](=O)[O-])s2)cc1,3%,3%,-27%,-2%,12,-21%,-23%,-13%,-6%
C/C(=N\NC(=O)c1ccco1)c1ccc(C(=O)O)s1,42%[activator],-3%,2%,8%,-3,405%[activator],5%,-23%,-2%
CC1CCCN(CCCNC(=O)c2ccc3c(c2)N(Cc2cccc(Cl)c2)C(=O)c2ccccc2S3(=O)=O)C1 (centres undefined),·,-5%[60.1 µM],20%,2%,-9,?,1%,-20%,-7%
Cc1cc(OC(=O)c2ccc(OC(C)C)cc2)c([N+](=O)[O-])c(=O)[nH]1,41%,1%,-6%,10%,-1,-6%,-19%,-16%,-6%
CC(=O)c1c(C)[nH]c(=S)c(C#N)c1-c1ccc(F)cc1,0%,-6%,-33%,-14%,-5,0%,-14%,-12%,-8%
Cc1cn(-c2cc(C(=O)Nc3ccc(C)c(NC(=O)N4CCNC4=O)c3)cc(C(F)(F)F)c2)cn1,11%,-6%,-42%,2%,-2&-2,-6%&-9%,?,-1%&-11%,0%
# Continued.
SMILES,APE1 inh,Pol kappa inh,RGS4 inh,ERG Ets-DNA blk,LDHA inh,12-LOX inh,POLB inh,Pol eta inh,Anesthetic bind
CCOC(=O)c1sc(NC(=O)CSC(=S)N2CCOCC2)nc1C,0%,-11%,-27%,5%,-1,?,2%,-12%,-9%
Cc1cc(-c2ccccc2)c2c3c(cn2n1)c(=O)n(C)c(=O)n3C,1%,-6%,-21%[56.9 µM],-2%,4,12%,-1%,-6%,-11%
O=C(NCCCN1CCCC1)c1ccc(CS(=O)(=O)c2c(Cl)cccc2Cl)o1,8%,-4%,29%[11.4 µM],-1%,-4,3%,26%,1%,-6%
N#CC(C#N)=C1NC(N)=C(C#N)C(c2ccccc2)=C1C#N,-5%,·,·,·,·,6.3µM*,13%,·,11%
O=C(NNC1=Nc2cccc3cccc1c23)c1ccccc1Br,4%,-7%,7%,·,-7,-5%,8%,-14%,3%
CCOc1ccc(C(=O)NCC(c2cccs2)N(C)C)cc1 (centres undefined),0%,-10%,-8%,0%,-3,-15%,2%,-17%,10%
CCCOC(=O)Cn1c(=O)c2cc3c(=O)n(CC(=O)OCCC)c(=O)c3cc2c1=O,-2%,-9%,-14%,16%,-1,171%[activator],-9%,-21%,?
CN(CCOc1ccccc1)CCOc1ccccc1,28%,-21%,2%,0%,-6,-2%,-9%,-11%,-7%
CCOC(=O)C1CCCN(C(=O)c2cn(C)c3ccc(S(=O)(=O)N4CCCC4)cc3c2=O)C1 (centres undefined),-2%,-9%,-21%,-15%,-8,0%,-2%,6%,-10%
S=c1nc[nH]c2c1sc1nc(N3CCOCC3)c3c(c12)CCCC3,2%,-9%,-7%,-1%,-12,?,0%,-9%,-3%
Cc1ccccc1OCC(O)CN (centres undefined),8%,-2%,-18%,-4%,-6,-4%,18%,5%,-2%
CCCS(=O)(=O)N1CCN(C2Cc3ccccc3C2)CC1,5%,-12%,25%,-1%,-8,-17%,6%,1%,2%
Cc1ccc(/C=N\NC(=O)c2cncc(Br)c2)o1,5%,-8%[60.1 µM],13%,1%,4,10%,21%,-5%,-3%
Cc1nnsc1C(=O)Oc1ccccc1Cl,·,-4%,-28%,6%,2,-4%,-22%,-25%,2%
S=C(NCc1ccccc1)Nc1cccc2cnccc12,-16%,-6%,-26%,-11%,3,-22%,33%,-2%,4%
CCCCOc1ccc(C(=O)N2CCCCC2CCN2CCOCC2)cc1 (centres undefined),·,-10%,8%,2%,-4,-28%,1%,-16%,-10%
O=[N+]([O-])c1cc(/C=N/Nc2nc(N3CCOCC3)nc(N3CCOCC3)n2)ccc1Cl,-1%,-8%,18%[11.4 µM],-2%,-4,-3%,1%[57.1 µM],4%,-7%
Cc1ccc(S(=O)(=O)N2CCCCC2)cc1NC(=O)c1ccc2c(=O)n3c(nc2c1)CCCCC3,-9%,·,·,·,·,-1%,0%,·,-20%
Cc1ccc(-n2c(N)cc(=O)nc2SCC(=O)NC2CCCCC2)cc1C,1%,-12%,7%,-1%,-6,?,49%,-9%,-8%
CC(=O)N1CCC2(CC1)NC(=O)N(c1ccccc1)N2,5%,-2%,-15%,8%,-5,?,-25%,-8%,-7%
CCn1c(=O)n(-c2ccc3c(c2)OCO3)c2nc(-c3cc(OC)ccc3OC)nc(C(N)=O)c21,·,4%,-14%,2%,3,-19%,40%,-4%,2%
CCOc1cc(C(=O)CCC(=O)OCC(=O)NC(=O)NCC(C)C)ccc1O,-2%,-3%,-8%,-13%,-2,0%,5%,-21%,3%
C(=N/N1CCN(c2ccccc2)CC1)/c1cccs1,-1%,0%,-31%,7%,-6,6%,-3%,5%,-12%
CC(=O)NC(C)c1nc2ccccc2n1CC(=O)NC(C)CCc1ccccc1 (centres undefined),10%,-23%,-11%,2%,-2,-1%,-23%,-12%,-11%
CCn1c(C)nc2cc(C(=O)NNC(=O)[C@@H](NC(=O)c3cc(OC)cc(OC)c3)C(C)C)ccc21,4%,-4%,-8%,0%,-5,-2%,·,-15%,·
CCOC(=O)C1=C(COC(=O)Cc2ccc(OC)c(OC)c2)NC(=O)NC1C (centres undefined),-4%,4%,10%,9%,-3,i,·,-15%,·
COc1ccc2nc(NC(=O)CSCC(=O)Nc3cc(C)on3)sc2c1,-1%,-4%,-7%,7%,-3,-10%,·,-16%,·
O=S(=O)(N=S(N1CCCCC1)N1CCCCC1)c1ccccc1,-1%,-9%,20%,-8%,-11,-16%,-15%,2%,-19%
CC(=O)C(C(C)=O)C(c1ccccc1)c1nc2ccccc2[nH]c1=O (centres undefined),8%,7%,-15%,-12%,-1,7%,-17%,-11%,-5%

# Screening data (PubChem)
